Source: PubChem BioAssay
PAFAH1B2 inh: PAFAH1B2 enzyme inhibitors, primary screen, biochemical, fluorescence polarization, human | Platelet-activating factor acetylhydrolase IB subunit alpha2 (Homo sapiens), P68402 | recombinant PAFAH1B2, FP-rhodamine activity probe | inhibition, % at 3.39 µM | 340,000 tested, 1.2% active | AID 492953, 2010;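 active = inhibition above the mean of all tested compounds plus 3 SD, cut at about 24% in these data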;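 also: 0% = enzyme with DMSO and 100% = wells lacking PAFAH1B2; many of its hits are not listed in these tables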
GSTO1 inh: inhibitors of recombinant GSTO1, primary screen, counter-screen for RBBP9 inhibitor project, biochemical, fluorescence polarization; 300,000 tested, 1.1% active; activity-based probe fluorescence polarization; AID 1974, 2009; Glutathione S-transferase omega-1 (Homo sapiens), P78417; inhibition, % at 5.96 µM;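 active = inhibition above the campaign mean inhibition plus 3 SD, cut at about 35% in these data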;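 also: 0% = GSTO1-1 with DMSO and 100% = wells lacking GSTO1-1 enzyme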
LYPLA1 counter: LYPLA1 inhibitors, primary screen, counter-screen for PME1 inhibitor project, biochemical, fluorescence polarization, FP-Rh probe ABPP; Acyl-protein thioesterase 1 (Homo sapiens), O75608; inhibition, % at 5.9 µM; recombinant LYPLA1; 320,000 tested, 0.16% active;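 active = inhibition above the mean of all tested compounds plus 3 SD, set per campaign, cut at about 14% in these data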;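 also: inhibitors block serine hydrolase probe labeling of LYPLA1 so polarization falls; 0% = enzyme with DMSO and 100% = wells lacking LYPLA1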
pPAFAH FP inh: pPAFAH enzyme inhibitors, primary screen, biochemical, fluorescence polarization, human; Platelet-activating factor acetylhydrolase (Homo sapiens), Q13093; recombinant pPAFAH, FP-rhodamine probe fluorescence polarization; 330,000 tested, 1.5% active; AID 463082, 2010; inhibition, % at 3.39 µM;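 active = inhibition above the mean inhibition across the screen plus 3 SD, cut at about 25% in these data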;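 also: inhibitors block binding of the rhodamine activity-based probe so polarization drops; 0% = enzyme with DMSO and 100% = wells lacking pPAFAH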
PAFAH2 FP inh: PAFAH2 enzyme inhibitors, primary screen, biochemical, fluorescence polarization, human | Platelet-activating factor acetylhydrolase 2, cytoplasmic (Homo sapiens), Q99487 | inhibition, % at 3.39 µM | 340,000 tested, 0.99% active | recombinant PAFAH2, FP-rhodamine activity probe;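 active = inhibition above the mean over all tested compounds plus 3 SD, cut at about 30% in these data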;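 also: inhibitors block probe labeling of enzyme so polarization drops; 0% = enzyme with DMSO and 100% = wells lacking PAFAH2 protein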
PAFAH1B3 inh: PAFAH1B3 enzyme inhibitors, primary screen, biochemical, fluorescence polarization, human. Platelet-activating factor acetylhydrolase IB subunit alpha1 (Homo sapiens), Q15102. recombinant PAFAH1B3, FP-rhodamine probe. inhibition, % at 3.39 µM. 340,000 tested, 0.28% active;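 active = inhibition above the screen-wide average of all tested compounds plus 3 SD, cut at about 25% in these data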;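 also: 0% = enzyme with DMSO only and 100% = wells lacking PAFAH1B3 protein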
PREPL inh: PREPL enzyme inhibitors, primary screen, biochemical, fluorescence polarization; Prolyl endopeptidase-like (Homo sapiens), Q4J6C6; 320,000 tested, 0.68% active; recombinant PREPL, fluorescence polarization activity-based probe; inhibition, % at 5.96 µM; in the data active = inhibition above about 43%;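 also: 0% = enzyme with DMSO and 100% = wells lacking enzyme; many of its hits are not listed in these tables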
LYPLA2 counter: LYPLA2 inhibitors, primary screen, counter-screen for PME1 inhibitor project, biochemical, fluorescence polarization, FP-Rh probe ABPP | inhibition, % at 5.9 µM | Acyl-protein thioesterase 2 (Homo sapiens), O95372 | AID 2177, 2009 | 320,000 tested, 0.38% active | recombinant LYPLA2;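 active = inhibition above the screen-wide mean plus 3 SD, limit set per campaign, cut at about 26% in these data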;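 also: 0% = LYPLA2 with DMSO and 100% = wells lacking LYPLA2 enzyme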
Target sequence (O95372 whole entry, looked up): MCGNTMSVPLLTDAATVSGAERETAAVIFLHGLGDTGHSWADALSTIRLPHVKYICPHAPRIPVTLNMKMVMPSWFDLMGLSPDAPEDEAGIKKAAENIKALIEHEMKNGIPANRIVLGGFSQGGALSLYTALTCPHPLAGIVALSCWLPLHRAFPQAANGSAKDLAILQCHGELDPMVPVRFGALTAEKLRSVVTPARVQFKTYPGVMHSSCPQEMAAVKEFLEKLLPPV
PAD4 inh: human PAD4 inhibitors, primary screen, biochemical, fluorescence polarization, 1536-well format; inhibition, % at 6.36 µM; AID 485272, 2010; recombinant PAD4, RCA probe fluorescence polarization; 330,000 tested, 0.41% active; Protein-arginine deiminase type-4 (Homo sapiens), Q9UM07;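 active = percent inhibition above a cutoff equal to the mean of all tested compounds plus 3 SD, cut at about 15% in these data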;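 also: 0% = PAD4 with RCA probe and DMSO and 100% = probe without PAD4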
Target sequence (Q9UM07 whole entry, looked up): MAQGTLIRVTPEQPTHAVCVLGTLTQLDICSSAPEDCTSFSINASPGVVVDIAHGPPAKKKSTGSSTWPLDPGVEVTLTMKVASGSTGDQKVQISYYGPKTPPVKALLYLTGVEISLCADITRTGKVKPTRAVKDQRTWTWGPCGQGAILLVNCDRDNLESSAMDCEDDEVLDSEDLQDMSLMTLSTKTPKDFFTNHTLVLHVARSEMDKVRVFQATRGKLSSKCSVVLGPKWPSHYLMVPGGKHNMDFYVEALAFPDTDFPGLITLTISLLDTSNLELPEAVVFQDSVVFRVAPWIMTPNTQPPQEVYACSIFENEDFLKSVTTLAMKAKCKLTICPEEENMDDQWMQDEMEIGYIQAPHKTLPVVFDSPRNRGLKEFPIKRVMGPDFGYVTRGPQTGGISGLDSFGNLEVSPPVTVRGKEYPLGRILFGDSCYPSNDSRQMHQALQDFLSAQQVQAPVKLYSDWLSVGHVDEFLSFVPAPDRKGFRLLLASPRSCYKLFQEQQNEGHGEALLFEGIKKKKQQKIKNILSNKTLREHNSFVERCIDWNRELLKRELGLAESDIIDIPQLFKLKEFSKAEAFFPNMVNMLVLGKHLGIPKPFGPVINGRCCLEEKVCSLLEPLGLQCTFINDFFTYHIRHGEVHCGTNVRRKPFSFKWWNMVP
The depositor's hits bear a star; nt = no result given.

SMILES | PAFAH1B2 inh | GSTO1 inh | LYPLA1 counter | pPAFAH FP inh | PAFAH2 FP inh | PAFAH1B3 inh | PREPL inh | LYPLA2 counter | PAD4 inh
Cc1nc2ccccc2c(=O)n1NC(=O)c1ccccc1F | 2 | 0 | 4 | 4 | 7 | -9 | 21 | 4 | 2
COc1ccc(CCc2nnc(CCC(=O)NCc3ccc4ncccc4c3)o2)cc1 | 7 | 16 | -4 | 1 | 14 | 11 | 0 | -3 | 0
COc1ccc(S(=O)(=O)N2CCOC23CCN(S(=O)(=O)c2cc(F)ccc2F)CC3)cc1 | 7 | -1 | -5 | 4 | -2 | 1 | 4 | 4 | 0
COc1cccc(C(=O)Nc2cccc(-c3ccc(N4CCOCC4)nn3)c2)c1OC | 1 | 1 | -3 | 2 | -4 | -13 | 7 | -3 | -10
CCn1c(SCC(=O)NCCc2ccccc2)nnc1C(C)C | 2 | -3 | 3 | 0 | -3 | -4 | 1 | 0 | -3
COc1cc2c(cc1OC)C(c1cc(Br)ccc1O)N(C(C)=O)CC2 (centres undefined) | -3 | -4 | 0 | 0 | 2 | 0 | 3 | 6 | 1
COc1ccc(Nc2nnc(SCC(=O)N3CCCC3)s2)cc1 | 6 | 4 | 0 | 4 | 9 | 3 | 7 | 0 | -3
Cc1nnc(NC(=O)COc2ccccc2)s1 | 2 | -1 | -3 | -1 | -1 | 15 | 1 | -5 | 0
CC(C)(C)OC(=O)CNC(=O)c1[nH]cnc1C(=O)NCCCCCNC(=O)OC(C)(C)C | -2 | 5 | 0 | 4 | -7 | 1 | 5 | 1 | 3
Cc1nn(C)c(Oc2ccc(Cl)cc2)c1C(=O)Nc1ccc(F)cc1F | 3 | 6 | -4 | 1 | -5 | 7 | 3 | -9 | 1
C=CCNC(=S)/N=c1/ccccn1CCC | 9 | 5 | -1 | 5 | 2 | 5 | 5 | -1 | -3
COc1ccc(C(=O)NC(=O)Nc2cc(C)ccn2)cc1 | 3 | 3 | 2 | 4 | 10 | -1 | 13 | 7 | 0
Cc1cc2nccc(-c3ccc(Cl)c([N+](=O)[O-])c3)n2n1 | 5 | 3 | -1 | -2 | -1 | -1 | -3 | 3 | -4
O=C1C=C(c2ccc3[nH]ccc3c2)C[C@@H](c2ccc(Cl)cc2)C1 | -8 | nt | -6 | -2 | -11 | 9 | 3 | -13 | -4
CCOC(=O)C1CCCN(C(=O)c2sc3nc4n(c(=O)c3c2C)CCC4)C1 (centres undefined) | -4 | nt | 0 | 1 | 0 | 5 | 6 | 3 | 0
COc1cc(-c2[nH]ncc2CN(C)Cc2cc(C)[nH]n2)cc(OC)c1OC | 6 | 4 | 1 | -1 | 2 | 16 | 24 | 8 | 4
Cc1cccc(OC(=O)n2c(=S)oc3cc(Cl)ccc32)c1 | 4 | 2 | 0 | 1 | -9 | 14 | 3 | 0 | -3
COc1ccc(OCC2CCCN(Cc3nc(CC4CC4)no3)C2)cc1 (centres undefined) | 2 | 8 | 6 | 0 | 2 | 5 | -3 | 3 | 1
CC(C)OCCCNC(=O)C1CCN(S(=O)(=O)N2CCCCC2)CC1 | 2 | -1 | 0 | -1 | 4 | -1 | 9 | 1 | -3
COc1ccccc1CNC(=O)C1CCN(S(C)(=O)=O)CC1 | 7 | -2 | 2 | 3 | -3 | 8 | 6 | 4 | 3
CCOc1ccc(NS(=O)(=O)c2ccc(OC)c(NC(=O)c3ccc4c(c3)OCCO4)c2)cc1 | -5 | 3 | -9 | 27* | -11 | -3 | -16 | -19 | -3
NC(N)=NS(=O)(=O)c1ccc(NC(=S)NC(=O)/C=C/c2ccccc2)cc1 | 1 | 4 | -3 | -1 | -3 | 7 | -7 | -5 | -4
N#CC(C(=O)NCc1ccccc1)c1nc2ccccc2nc1N1CCCC1 (centres undefined) | 3 | 25 | -3 | 2 | 4 | -2 | 3 | -7 | -16
Cc1cccc(NC(=S)NNC(=O)c2cccc([N+](=O)[O-])c2)c1 | 11 | -3 | 1 | 4 | 3 | 2 | 4 | 1 | 0
Cc1ccc(CCSc2ccc(F)cc2)cn1 | nt | 1 | 0 | 3 | nt | nt | -5 | -6 | -2

Additional compounds follow:
SMILES | PAFAH1B2 inh | GSTO1 inh | LYPLA1 counter | pPAFAH FP inh | PAFAH2 FP inh | PAFAH1B3 inh | PREPL inh | LYPLA2 counter | PAD4 inh
COC(=O)[C@]1(C)N[C@H](CN(C)C(=O)c2ccccc2)[C@@H]2C(=O)N(Cc3ccccc3)C(=O)[C@@H]21 | -1 | nt | nt | 4 | 1 | -4 | 2 | nt | -3
COc1ccccc1[C@@H]1C(c2cccc(Cl)c2)=NN(c2ccc(Br)cc2)[C@H]1C(=O)N1CCOC1=O | -1 | 5 | -3 | 0 | -7 | -7 | 3 | -6 | 2
O=C(COC(=O)/C=C/c1cccc(C(F)(F)F)c1)NC1CCS(=O)(=O)C1 (centres undefined) | 4 | nt | 0 | 4 | 0 | -6 | 5 | 6 | 4
COC(=O)Cc1cc(=O)n(-c2ccccc2)[nH]1 | -6 | 22 | 0 | 5 | 4 | 12 | 15 | -1 | -15
CC(c1ccccc1)N(CC(=O)NC1CCCCC1)S(=O)(=O)c1cccc(C(F)(F)F)c1 (centres undefined) | 10 | 2 | 3 | -1 | 7 | 1 | 10 | 6 | 2
Cc1cc(NC(=O)CCC(=O)N(c2ccccc2)C(C(=O)NC(C)(C)C)c2ccccc2Cl)no1 (centres undefined) | -1 | 12 | 3 | 6 | -8 | 4 | 13 | 10 | 2
COc1ccc(S(=O)(=O)NC(C)(C)C)cc1-c1nnc2c3ccccc3c(C)nn12 | 0 | -6 | 3 | -2 | 2 | 7 | 25 | 10 | -1
N#C/C(=C\c1ccc(-c2ccc(S(=O)(=O)N3CCOCC3)cc2)o1)C(=O)NC1CC1 | 1 | 2 | 4 | 3 | 0 | 8 | -5 | 3 | 2
O=C(O)c1cnc2[nH]c3ccccc3n2c1=O | 3 | 1 | 1 | -1 | -4 | 7 | -22 | 3 | -4
O=C(c1ccc(S(=O)(=O)NCc2ccco2)cc1)N1CCN(Cc2ccc3c(c2)OCO3)CC1 | 2 | -4 | 0 | 5 | -5 | -1 | 0 | 11 | -1
COc1ccccc1N1CCN(/N=C/c2ccc(O)c(O)c2)CC1 | nt | 51* | -6 | 11 | nt | nt | 0 | -11 | -10
O=C(CCCCCl)Nc1c2c(nc3ccccc13)CCC2 | -4 | 2 | 2 | 4 | -7 | 0 | 8 | 3 | -2
S=C(NCCc1ccccn1)Nc1cccc(Cl)c1 | 2 | 7 | 3 | 1 | 5 | 5 | 2 | -2 | 0
Nc1nc(NCc2ccc(Cl)cc2)nc(NCCO)c1[N+](=O)[O-] | 12 | -5 | 4 | 5 | 8 | 3 | -6 | 0 | 2
O=C(CCN1C(=O)/C(=C\C=C\c2ccccc2)SC1=S)Nc1cccc(C(=O)O)c1 | 1 | 4 | -8 | 28* | 8 | 7 | -6 | 3 | -11
Cc1ccccc1C(=O)NNc1ccc(-c2csnn2)cc1 | -3 | 11 | 1 | 4 | 0 | 9 | -4 | 7 | 0
Cc1ccccc1C(=O)OCCCN=C1NS(=O)(=O)c2ccccc21 | 1 | -1 | 0 | 1 | 5 | 0 | 4 | 3 | -4
COc1ccccc1NS(=O)(=O)c1cc(C(=O)NCC(c2ccc(F)cc2)N2CCOCC2)ccc1C (centres undefined) | 2 | 7 | -2 | 2 | -2 | -2 | -2 | 3 | -3
CCCCNC1=NCCS1 | -1 | 5 | -1 | 1 | 0 | 11 | 17 | 0 | -2
Cc1cccc2cc(CN(CCCO)C(=O)Nc3ccccc3Cl)c(=O)[nH]c12 | 0 | 4 | -2 | 3 | 2 | 15 | 4 | -1 | -7
Fc1ccccc1-c1nc(NCc2ccco2)c2ccccc2n1 | 1 | -8 | -6 | -3 | 0 | 0 | 1 | -1 | -3
O=C(NCc1ccccc1)C(=O)NCC1OCCCN1S(=O)(=O)c1cccs1 (centres undefined) | 15 | -1 | 1 | 9 | 2 | -5 | -8 | 7 | -5
O=C(Cn1nnc(-c2ccncc2)n1)N1CCc2ccccc21 | 0 | 2 | -2 | 0 | 7 | 6 | -1 | -2 | -2
CC(c1ccccc1)n1c(SCC(=O)N2CC(=O)Nc3ccccc32)nc2ccccc2c1=O (centres undefined) | 3 | -6 | -2 | 1 | -3 | -5 | 7 | -2 | -3
COc1ccccc1CNC(=O)C1CCN(C(=O)c2sccc2-n2cccc2)CC1 | -3 | 9 | 2 | 3 | 9 | 0 | 2 | -3 | -4

(list continues)
SMILES | PAFAH1B2 inh | GSTO1 inh | LYPLA1 counter | pPAFAH FP inh | PAFAH2 FP inh | PAFAH1B3 inh | PREPL inh | LYPLA2 counter | PAD4 inh
CC(=O)c1cc(C(c2csc(C(C)=O)c2)c2csc(C(C)=O)c2)cs1 | -3 | 1 | 0 | 2 | 0 | 3 | 13 | 5 | -4
Cc1noc(C)c1S(=O)(=O)N(C)C[C@H]1Oc2c(NC(=O)C3CCCCC3)cccc2C(=O)N([C@H](C)CO)C[C@@H]1C | 6 | nt | nt | 0 | -3 | 7 | 14 | nt | -2
O=C(CCCN1C(=O)c2cccnc2C1=O)N1CC(=O)N(CCc2ccccc2)C(=O)C1 | 4 | 0 | -3 | -1 | 6 | 3 | 2 | -1 | 4
O=C(COC(=O)/C=C/c1cccc(Cl)c1)NCCc1ccc(Cl)cc1Cl | 1 | 5 | -4 | 8 | 42* | 8 | -39 | -2 | 2
Cc1ccccc1-c1nnn(CC(=O)N2CCN(C(=O)c3ccco3)CC2)n1 | 0 | 2 | 1 | 0 | -1 | 1 | 6 | 2 | 4
COC(=O)c1ccc(/C=C/c2ccc3cccc(OC)c3n2)cc1 | 1 | -25 | -5 | -12 | 2 | 1 | -11 | -9 | 2
CCOC(=O)C1CCCN(C(=O)c2ccc3ncsc3c2)C1 (centres undefined) | -2 | nt | nt | 0 | 8 | 5 | 0 | nt | 3
CCOC(=O)N1CCN(C(=O)CCNS(=O)(=O)c2cc(Br)cnc2N)CC1 | -2 | -1 | 2 | 1 | -3 | 3 | 10 | 5 | -5
COCCCNC(=O)CSc1nc2ccccc2c(=O)n1Cc1ccc2c(c1)OCO2 | -2 | 4 | -3 | 2 | -3 | 12 | -4 | -1 | -2
CCc1ccc(NC(=O)CSc2ccc(-c3sc(C)nc3C)nn2)cc1 | 4 | -3 | 0 | -3 | 0 | -7 | -62 | 21 | 1
Cc1cccc(-c2nc(S(=O)(=O)c3ccccc3)c(N3CCOCC3)o2)c1 | -3 | 3 | -5 | 4 | -6 | 1 | -3 | 0 | 2
COC(=O)[C@]1(Cc2ccccc2)N[C@H](c2ccc(-c3ccccc3)cc2)[C@@H]2C(=O)N(C)C(=O)[C@@H]21 | 2 | 25 | -4 | 7 | 1 | 7 | -3 | -3 | 1

An excerpt; rates above refer to the full screens.
